Bioassay records (PubChem)
RAD54 inh = blocks human RAD54 Holliday junction branch migration | actives 0.14% (n = 360,000) | FAM/BHQ fluorescence | Q92698 | inhibition, % at 10.4 µM;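 active = mean normalized replicate activity at least 40 and at least half of replicates scoring 40 or more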;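 note: 0% = median of neutral control wells and 100% = median of positive control wells; inhibitors cause a drop in the FAM fluorescence signal; in these data hits start at about 50%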
PGC1a acetyl inh = PGC1a acetylation modulation, inhibitor mode. U2OS PGC1a acetylation, AlphaScreen anti-acetyl-lysine; with virally co-expressed GCN5 acetyltransferase. inhibition, % at 15.6 µM. actives 0.17% (n = 350,000). AID 651687;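 active = every replicate shows inhibition of at least 40%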;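 note: 0% = neutral control wells and 100% = positive control wells; some results beyond the cut were filed as inactive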
ERAP1 HTS inh = inhibitors of human ERAP1 aminopeptidase. Q9NZ08. recombinant ERAP1, Leu-AMC fluorescence, 60 min. inhibition, % at 10.7 µM. actives 0.15% (n = 340,000);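 active = mean replicate inhibition of at least 30%, or all replicates individually reaching that 30% level; inactive = mean below 30% and not every replicate reaching it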;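 note: 0% = neutral control wells and 100% = L-leucinethiol positive control wells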
PglD DTNB = inhibitors of Campylobacter jejuni PglD acetyltransferase. purified PglD enzyme, DTNB colorimetric CoA detection. actives 0.098% (n = 360,000). inhibition, % at 12.5 µM. AID 602405; in the data active = inhibition above about 16%, passing the limit was not always enough; note: strong numbers were not always called active
RAD52 anneal inh = RAD52 (human) annealing inhibition. inhibition, % at 18.7 µM. P43351. actives 0.46% (n = 360,000). recombinant RAD52 DNA annealing, FRET fluorescence;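 active = every replicate showing at least 50% inhibition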
Target sequence (P43351 whole entry, looked up): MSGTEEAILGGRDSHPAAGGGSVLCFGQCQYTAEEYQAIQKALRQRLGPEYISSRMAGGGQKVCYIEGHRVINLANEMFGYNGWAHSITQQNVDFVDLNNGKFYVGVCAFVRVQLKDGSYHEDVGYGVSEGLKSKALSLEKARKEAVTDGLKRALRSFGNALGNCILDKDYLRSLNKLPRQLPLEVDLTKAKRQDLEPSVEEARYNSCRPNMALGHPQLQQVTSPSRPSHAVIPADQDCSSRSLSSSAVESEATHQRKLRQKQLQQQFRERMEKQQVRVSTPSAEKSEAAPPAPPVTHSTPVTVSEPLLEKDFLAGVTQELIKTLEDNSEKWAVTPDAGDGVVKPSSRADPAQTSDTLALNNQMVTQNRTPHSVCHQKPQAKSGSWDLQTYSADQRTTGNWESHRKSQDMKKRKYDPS
E-selectin induc = induces E-selectin expression in human endothelial cells. activation, % at 7.58 µM. actives 0.37% (n = 260,000). HUVEC E-selectin immunofluorescence imaging; normalized: neutral wells 0, TNF-alpha wells 100. P16581;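 active = mean E-selectin-positive cell signal at least 10% of the positive control, reached in at least 60% of replicates, without over 20% cell loss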;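 note: in these data hits start at about 27%; measured in HUVEC primary endothelial cells; signal is the percent of cells scored E-selectin positive by PE staining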
Target sequence (P16581 whole entry, looked up): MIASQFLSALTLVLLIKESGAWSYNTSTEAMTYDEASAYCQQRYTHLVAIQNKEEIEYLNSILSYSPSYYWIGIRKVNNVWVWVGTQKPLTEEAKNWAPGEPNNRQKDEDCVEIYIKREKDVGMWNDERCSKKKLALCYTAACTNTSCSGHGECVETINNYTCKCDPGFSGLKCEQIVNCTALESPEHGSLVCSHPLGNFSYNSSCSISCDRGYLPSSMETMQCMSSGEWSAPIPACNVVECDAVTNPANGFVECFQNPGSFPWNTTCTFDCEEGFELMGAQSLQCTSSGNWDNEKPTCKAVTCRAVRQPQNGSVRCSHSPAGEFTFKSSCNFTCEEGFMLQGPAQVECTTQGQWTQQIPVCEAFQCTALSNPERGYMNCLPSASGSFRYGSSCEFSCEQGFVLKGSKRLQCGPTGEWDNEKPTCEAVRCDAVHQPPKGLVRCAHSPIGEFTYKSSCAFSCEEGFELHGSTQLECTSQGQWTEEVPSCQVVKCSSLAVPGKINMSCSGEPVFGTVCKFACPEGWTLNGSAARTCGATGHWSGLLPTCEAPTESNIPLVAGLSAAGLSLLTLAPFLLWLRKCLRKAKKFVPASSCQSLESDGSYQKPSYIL
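System: HUVEC, human umbilical vein endothelial cells; quantity: 3,000 cells/well; buffer or medium: EGM-2 medium, gelatin-coated wells; dosing: single-point compound dose; detection: immunofluorescence imaging; evaluation: % PE-positive cells; benchmarks: TNF-alpha, DMSO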
Cneo AK release = Cryptococcus neoformans lysis via adenylate kinase release | actives 0.2% (n = 360,000) | C. neoformans lysis, adenylate kinase release luminescence, 4 h; normalised: neutral wells 0, clomiphene wells 100 | lysis activity, % at 15 µM;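 active = mean lysis activity across replicates of at least 80%, whatever share of replicates individually reach that level; inactive = mean lysis activity below 80%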
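Assay system: C. neoformans cells. Amount: yeast cell density of 5 × 10^6 cells/mL. Technique: AK luminescence. Buffer or medium: YPD. Times: static 4 h at 37 °C with compound, 1 h detection. Dosing: single-point compound dose. Read-out: lysis from increased AK signal.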
miR-122 sensor = miR-122 inhibition in Huh7 cells; Huh7 miR-122 Renilla luciferase sensor, 48 h; neutral wells = 0, positive control = 100; actives 0.3% (n = 340,000); activation (reporter increase), % at 12.5 µM;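 active = mean replicate activation score at least 90 and every replicate individually at or above 90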;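 note: higher luciferase means less miR-122 activity so hits act as miR-122 inhibitors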
Numbers without * were called inactive; · = not tested or not shown; & = joins results of further samples; [ ] = another dose, or the depositor's remark.

The opening 2 compounds as a preview:
SMILES	RAD54 inh	PGC1a acetyl inh	ERAP1 HTS inh	PglD DTNB	RAD52 anneal inh	E-selectin induc	Cneo AK release	miR-122 sensor
Cc1onc(-c2ccccc2)c1-c1nnc(COC(=O)c2ccc(O)cc2)o1	-7	-7	1	-6	-5	·	2	-1
CCN(CC)C1CCN(C(=O)c2ccc(OC3CCN(CCc4ccccc4)CC3)cc2)C1 (stereo not given)	4	2	3	4	-2	-0.1	1	2

The whole of this part, from the first entry:
SMILES	RAD54 inh	PGC1a acetyl inh	ERAP1 HTS inh	PglD DTNB	RAD52 anneal inh	E-selectin induc	Cneo AK release	miR-122 sensor
Cc1onc(-c2ccccc2)c1-c1nnc(COC(=O)c2ccc(O)cc2)o1	-7	-7	1	-6	-5	·	2	-1
CCN(CC)C1CCN(C(=O)c2ccc(OC3CCN(CCc4ccccc4)CC3)cc2)C1 (stereo not given)	4	2	3	4	-2	-0.1	1	2
COc1ccc(-c2nc(C(=O)NCCCN3CCOCC3)cc3c2[nH]c2ccccc23)cc1OC	94*	-14	-7	0	83*	·	0	-4
O=C(CSc1nnc(COc2ccc(Br)cc2)o1)NC1CCCCC1	6	8	-3	1	-4	-0.1	0	-4
C[C@@H](NC(=O)c1nc[nH]c1C(=O)NCC(=O)OC(C)(C)C)c1ccccc1	1	-19	5	2	-12	·	2	-13
C[C@H](CO)N1C[C@H](C)[C@@H](CN(C)C(=O)NC2CCCC2)Oc2cc(Br)ccc2S1(=O)=O	-6	3&-5	-4	-1	9	-1.6&1.8	0	10
C[C@H](CO)N1C[C@H](C)[C@H](CN(C)Cc2cccnc2)Oc2ncc(-c3ccc(F)cc3)cc2C1=O	-4	21	5	-8	5	-0.1	-2	6[16.7 µM]
CCC(/C=N/Nc1ccc(S(=O)(=O)N2CCCC2)cc1[N+](=O)[O-])CC	-6	-6	0	2	-9	·	-2	-1
Cc1cc(OCC(=O)NCc2cccnc2)c2c(C)c(C)c(=O)oc2c1	-4	-8	0	1	-9	·	-1	-2
COc1ccc(OC)c(NC(=S)NCc2cccnc2)c1	3	6	-5	-2	0	-1.9	-1	3
COc1ccc(CCNC(=O)Cn2c(=O)n(CCCC(=O)NCc3ccco3)c(=O)c3sccc32)cc1OC	·	11	-2	·	-12	·	·	-8
COc1ccc(OCc2cc(C(=O)N[C@H]3CCCCNC3=O)no2)c(Cl)c1	19	0	2	-1	-11	·	-12	·
C[C@@H]1CN([C@H](C)CO)S(=O)(=O)c2ccc(-c3ccccc3)cc2O[C@H]1CN(C)C(=O)CN(C)C	-5	5	2	8	28	0.4	-16	1[16.7 µM]
O=C1CC(SC2=NCCS2)C(=O)N1c1cccc(Cl)c1Cl (stereo not given)	·	4	6	·	-21	-0.3	·	·
O=C1C2C3C=CC(C2C(=O)N1c1ccc(O)cc1)C1C2C(=O)N(c4ccc(O)cc4)C(=O)C2C31 (stereo not given)	·	0	-1	·	-9	6.4	·	-2
COc1ccccc1C(=O)OCc1cc(=O)n2ccsc2n1	2	3	2	-4	1	-0.1	-1	4
CN(C(=O)c1cccc(NC(=O)Cc2ccccc2)c1)c1ccccc1	-1	4	-2	8	-6	·	-2	-5
CCOC(=O)C1(C)NC(c2ccc(OC)cc2OC)C2C(=O)N(c3cccc(OC)c3)C(=O)C21 (stereo not given)	-32	4	·	1	·	·	7	3
C=CCOC(=O)C1=C(C)Nc2nnnn2C1c1cccc(OC)c1OC (stereo not given)	-2	-6	·	1	·	·	4	-6
COCc1cc(C)nc(Sc2nc3c(c(=O)n(C)c(=O)n3C)n2C)c1C#N	-1	11	31*	2	-34	0.0	1	-4
COc1c(C)cc(Br)cc1C(=O)Nc1cccc(NC(=O)c2ccco2)c1	-2	13	0	-1	-12	·	2	-5
C[C@@H]1CN([C@H](C)CO)C(=O)c2cc(NC(=O)Cc3ccccc3)ccc2O[C@@H](C)CCCCO[C@H]1CN(C)S(=O)(=O)c1ccc(F)cc1	3	-31	·	-2	·	-0.1	50	27[16.7 µM]
[N-]=[N+]=NC[C@H](Cc1ccccc1)N1CCN(Cc2ccccc2)CCC1=O	2	-10	5	-1	-167	·	0	0
CCn1cc(C(=O)N(C)c2ccc(OC)cc2OC)c2cc(OC)c(OC)cc2c1=O	-8	-8	1	-2	1	0.0	-2	-2
Cc1noc(C)c1S(=O)(=O)N(C)C[C@@H]1Oc2ccc(NC(=O)Cc3cn(C)c4ccccc34)cc2CC(=O)N([C@@H](C)CO)C[C@H]1C	2	-12	0	1	14	9.0	0	-7[16.7 µM]
Remaining list, next part:
SMILES	RAD54 inh	PGC1a acetyl inh	ERAP1 HTS inh	PglD DTNB	RAD52 anneal inh	E-selectin induc	Cneo AK release	miR-122 sensor
CCCn1c(SCC(=O)N2CC(=O)Nc3ccccc32)nc2ccccc21	-2	12	-1	-3	-11	6.2	-2	1
O=C(NC1CC1)C1CCCN(C(=O)NC2CCCCC2)C1 (stereo not given)	·	-14	·	·	-1	0.3	·	-4
Cc1ccnc(NC(=O)CCC(=O)N(CC(=O)NCc2ccccc2)Cc2cccs2)c1	·	-10	-3	·	-6	·	·	2
C=C(C)CN(CC)C(=O)CN1C(=O)NC2(CCCc3ccccc32)C1=O (stereo not given)	-5	-7	2	-2	-7	·	0	-3
Cc1cc(C)c2c(=O)[nH]c(SCc3ccccc3)nc2n1	·	3	4	·	-4	0.3	·	·
O=S(=O)(NCc1ccncc1)c1ccc(F)c(F)c1	3	3	-2	5	-1	-0.5	-1	-8
Cc1ccc(C(=O)N/N=C\c2cccn2C)cn1	10	-6	·	-3	·	·	1	3
CC(NC(=O)Nc1ncccn1)(C(F)(F)F)C(F)(F)F	-2	-9	·	-2	·	2.4	-1	-10
CN1CCN(C(=O)/C(=C\c2cccnc2)NC(=O)c2cccc(Br)c2)CC1	0	8	-3	3	-1	·	1	2
COc1ccc(C=O)cc1CSc1ccccn1	0	6	5	4	-12	1.5	1	·
CC(=O)Nc1ccc(NC(=O)Cn2nc([N+](=O)[O-])c(Br)c2C)cc1	·	6	-3	·	3	-0.1	·	·
CS(=O)(=O)Nc1ccc2c(c1)[C@@H]1C[C@@H](CC(=O)NCc3cccc(F)c3)O[C@@H](CO)[C@@H]1O2	12	3	0	0	-18	-0.2	10	1[16.7 µM]
CCN1C(=O)[C@H]2[C@@H](c3ccc(C)cc3)N[C@]3(CCCN(Cc4cccn4C)C3=O)[C@H]2C1=O	-3	·	0	3	-22	-0.1	0	0
CC(=O)Nc1ccc(NC(=O)c2ccc3c(c2)C(=O)N(c2ccccc2C)C3=O)cc1	-1	-10	-1	3	-3	·	0	4
COc1ccc(OC)c(NC(=O)CSc2ncnc3c2cnn3-c2ccccc2Cl)c1	-9	7	·	-1	·	·	-1	·
CCCNC(=O)[C@@H]1[C@@H](CO)[C@@H]2Cn3c(ccc(-c4ccccc4F)c3=O)[C@H]1N2CC1CC1	7	6	-1	0	4	-0.5	-2	16[16.7 µM]
CC(=O)NCC1CCCN(C(=O)c2ccc(OC3CCN(Cc4ccccn4)CC3)cc2)C1 (stereo not given)	·	4	-2	·	4	0.3	·	-11
C[C@@H]1CCCCO[C@@H](CN(C)S(=O)(=O)c2ccc(Cl)cc2)[C@@H](C)CN([C@H](C)CO)C(=O)c2cc(NS(=O)(=O)c3cn(C)cn3)ccc2O1	7	4	-1	1	-2	-0.2	-3	1[16.7 µM]
COc1cccc(CNC(=O)C2CCCN(S(=O)(=O)N3CC(C)CC(C)C3)C2)c1 (stereo not given)	2	-2	2	4	-5	·	0	-2
O=C(COC(=O)c1ccc([N+](=O)[O-])o1)Nc1cccc(S(=O)(=O)N2CCCCC2)c1	-1	-10	-2	4	2	2.7	0	-4
Cc1cc(NC(=O)CSc2ccc3nnc(-c4ccccn4)n3n2)no1	13	0	1	-2	-5	1.5	1	-7
CCn1c(SCC(=O)Nc2nccs2)nnc1-c1cccnc1	2	1	-2	8	-10	-0.3	0	-4
Cc1ccccc1S(=O)(=O)N1C[C@H]2[C@H]3C(=O)N(C4CCCCC4)C(=O)[C@H]3CC(=O)[C@H]2[C@@H]1c1ccc(Cl)cc1	-1	-23	·	-1	-10	·	7	-7
CC(C)NC(=O)Nc1cccc2c1O[C@@H](CN(C)S(=O)(=O)c1ccccc1)[C@H](C)CN([C@@H](C)CO)C2=O	6	-5	0	5	5	-8.0	1	2[16.7 µM]
CCCNC(=O)N(C)C[C@@H]1Oc2cc(-c3ccccc3F)ccc2S(=O)(=O)N([C@@H](C)CO)C[C@H]1C	4	-10	0	0	14	-0.2	1	·
(next part)
SMILES	RAD54 inh	PGC1a acetyl inh	ERAP1 HTS inh	PglD DTNB	RAD52 anneal inh	E-selectin induc	Cneo AK release	miR-122 sensor
CN(C)CC#Cc1ccc([C@@H]2[C@H](CO)N3CCCCN(CC4CC4)C[C@@H]23)cc1	-3	3	3	0	58*	0.1	50	2[16.7 µM]
O=C(c1ccc2c(c1)OCCO2)C1CCN(S(=O)(=O)c2cccc(F)c2)CC1	8	-6	·	-1	·	·	0	-9
COc1cccc(-c2ccc3n(c2=O)C[C@@H]2[C@@H](CO)[C@H](C(=O)NC4CCC4)[C@H]3N2C)c1	-3	·	4	6	-6	0.0	-3	13[16.7 µM]
C[C@H](CO)N1C[C@H](C)[C@@H](CN(C)S(C)(=O)=O)Oc2ccc(NC(=O)Nc3ccc4c(c3)OCO4)cc2C1=O	7&-5	1&11	1&4	8&5	7&-12	0.7	-1&0	3[16.7 µM]
CCN(CC(=O)Nc1c(F)cccc1F)C(=O)c1ccc(N2CCCC2)c([N+](=O)[O-])c1	-3	·	2	-5	-5	·	4	2
Cc1c(C)[n+](=O)c(-c2ccco2)c(C)n1[O-]	2	3	·	0	·	·	-2	-4
COc1ccc(S(=O)(=O)Nc2ccc3c(c2)C(=O)N([C@@H](C)CO)C[C@H](C)[C@@H](CN(C)Cc2ccc(C(=O)Nc4ccccc4N)cc2)O3)cc1	4	2	-1	-1	-9	0.0	2	4[16.7 µM]
CCC(=O)N(C)C[C@@H]1Oc2ncc(-c3ccc(C(=O)N(C)C)cc3)cc2C(=O)N([C@H](C)CO)C[C@H]1C	-2	5	0	3	5	0.3	1	4[16.7 µM]
O=C(CSc1nnc(C2CC2)n1Cc1ccccc1)Nc1cccnc1Cl	·	-37	-1	·	-35	·	·	-4
COc1ccc(CCNC(=O)CSc2nc3[nH]ncc3c(=O)n2-c2ccccc2OC)cc1OC	·	-13	1	·	-21	21	·	·
O=C1c2ccccc2S(=O)(=O)N1CC(O)COc1ccc(Br)cc1 (stereo not given)	3	7	·	1	·	·	-1	4
CC(=O)N1CCC2(CC1)C/C(=N\NC(=S)Nc1ccccc1C)c1cc(O)ccc1O2	3	4	-3	-1	-13	0.1	1	-9
O=C1C(=O)N(c2ccccn2)C(c2ccc(F)cc2)/C1=C(/O)c1ccc(Br)cc1 (stereo not given)	-4	·	0	5	-13	·	-1	-5
CO[C@@H]1CC[C@H]2CCOc3ccc(C#N)cc3C(=O)N(C)C[C@@H](c3ccccc3)CC(=O)N(C)C[C@@H]1O2	1	·	1	1	5	0.1	3	·
O=C(NCc1ccco1)Nc1ccc([N+](=O)[O-])cc1	-1	·	-4	-3	-10	·	2	-6
CCN1[C@@H]2c3ccc(/C=C/c4ccccc4)c(=O)n3C[C@@H]2[C@@H](CO)[C@@H]1C(=O)N(C)C	-17	·	2	-5	-17	0.4	-9	5[16.7 µM]
CNC(=O)C[C@@H]1CC[C@H]2[C@H](COc3ccc(NC(=O)c4ccc5c(c4)OCO5)cc3C(=O)N2C)O1	5	6	·	-3	·	0.2	-2	8[16.7 µM]
O=C(N/N=C/c1cccc(Oc2ccccc2)c1)c1ccccc1Br	-5	-1	3	3	-20	·	0	0
